NR2E3 ag-1 – agonists of human NR2E3 nuclear receptor | Q9Y5X4 | hit rate 0.35% among 360,000 | CHO-S Gal4-NCOR/VP16-NR2E3 two-hybrid, luciferase | inhibition of corepressor binding, % at 3.98 µM | AID 602229;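 active = inhibition above the mean of all tested compounds plus 3 SD, cut at about 70% in these data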;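 note: 0% = DMSO with NR2E3 transfected cells and 100% = cells lacking NR2E3 construct; higher means lower luciferase signal from less NR2E3 corepressor binding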
Target sequence (Q9Y5X4 whole entry, looked up, the tested form may be a part): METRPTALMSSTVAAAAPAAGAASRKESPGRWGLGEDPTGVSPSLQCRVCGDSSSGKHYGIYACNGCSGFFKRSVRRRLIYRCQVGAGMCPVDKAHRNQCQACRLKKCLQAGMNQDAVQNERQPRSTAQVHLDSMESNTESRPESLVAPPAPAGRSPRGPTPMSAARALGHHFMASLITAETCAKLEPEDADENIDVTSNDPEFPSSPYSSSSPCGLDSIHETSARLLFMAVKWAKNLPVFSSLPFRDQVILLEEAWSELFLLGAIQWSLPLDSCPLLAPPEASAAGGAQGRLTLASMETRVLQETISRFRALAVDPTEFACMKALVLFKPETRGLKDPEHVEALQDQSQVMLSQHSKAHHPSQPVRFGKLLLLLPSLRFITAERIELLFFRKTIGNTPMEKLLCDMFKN
HIF-2a inh – HIF-2a inhibition | inhibition, % at 18.8 µM | 786-0 RCC cells HIF-2a reporter, luciferase luminescence, overnight | AID 624352 | hit rate 0.72% among 360,000;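 active = inhibition of the luminescence signal of 40% or more relative to plate controls, in a single-dose primary screen at 18.75 µM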
TRAIL sens C8 – caspase-8 TRAIL sensitization; NB7+C8 cells + TRAIL, ATPlite viability luminescence; inhibition (viability loss, TRAIL sensitization), % at 10 µM; hit rate 1% among 360,000;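 active = compounds causing at least 50% loss of cell viability in the single-dose screen, relative to plate controls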
MITF TRPM1 inh – inhibitors of MITF-driven TRPM1 promoter in melanoma cells | SK-MEL-5 TRPM1 promoter luciferase, 24 h | inhibition, % at 12.5 µM | hit rate 0.83% among 330,000 | AID 488899;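 active = mean inhibition across replicates of 60% or more, whatever share of single replicates reaches that level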; note: values of inactives mirror those of a sister screen read the other way
NR2E3 ag-2 – activates human photoreceptor nuclear receptor NR2E3. Q9Y5X4. GST-NR2E3/biotin-RetCOR TR-FRET, 1536-well. inhibition of corepressor binding, % at 4.78 µM. hit rate 0.12% among 320,000. AID 2300;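 active = percent inhibition above the cutoff of mean plus 3 SD of all tested compounds, set per screening campaign, cut at about 20% in these data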;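 note: 0% = DMSO wells and 100% = biotin wells as full block of FRET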
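Test system – NR2E3–RetCOR corepressor complex · Quantity – NR2E3 fusion 1.35 nM · Buffer or medium – Tris pH 7.5 · Incubation – Compound–protein incubation for 5 h at 4 °C · Technique – TR-FRET, Eu(K)-anti-GST donor, streptavidin-D2 acceptor, ex 340, em 617/671 nm · Evaluation – percent inhibition of 671/617 nm emission ratio versus biotin and DMSO controls · Plate – 1536-well format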
Shn3 inh set2 – inhibitors of Schnurri-3 3'UTR reporter in osteoblasts; Clone20 osteoblast Shn3 3'UTR firefly luciferase, 24 h; inhibition, % at 12.5 µM; hit rate 0.52% among 360,000;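 active = mean inhibition of at least 75% with every replicate also reaching 75%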;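 note: 0% = median of neutral control wells and 100% = pilot-screen positive control compound; some compounds past the cut are filed as inactive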
iPSC survival up – enhancers of human iPSC single-cell survival; survival enhancement, % at 20 µM; hiPSC single-cell survival, ATPlite luminescence; 100% = ROCK inhibitor wells, 0% = DMSO; hit rate 0.044% among 360,000; in the data active = survival enhancement above about 18%;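 note: cells exposed to compounds for 16 hours before the ATP read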
Peg3 promoter – reduces Peg3 promoter-driven luciferase expression in HeLa; inhibition, % at 20 µM; HeLa PEG-Prom luciferase reporter, luminescence, overnight; hit rate 1.7% among 360,000;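 active = inhibition of at least 50% at 20 µM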
LMP1 NFkB inh – reduces LMP1-driven NF-kappaB luciferase signal; inhibition, % at 12.5 µM; LMP1-induced NF-kappaB luciferase reporter cells, luminescence; hit rate 0.69% among 350,000; AID 504558; in the data active = inhibition above about 41%;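 note: 0% = neutral control wells and 100% = reference inhibitor control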
KKLEB tox – counter-screen for CF NF-kB inhibitors: cytotoxicity; activity change (cytotoxicity), % at 5 µM; hit rate 0.36% among 360,000; KKLEB CF airway cells viability, ATPlite luminescence, overnight; active compounds read low; cells stimulated with P. aeruginosa culture filtrate;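 active = corrected activity change at or below -50% at 5 µM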
CF NFkB block – cystic fibrosis NF-kB activation inhibition | KKLEB NF-kB-GFP reporter, PAF-induced, GFP fluorescence overnight | inhibition, % at 5 µM | hit rate 0.86% among 360,000 | AID 588850;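 active = at least 50% inhibition at 5 µM, scaled per plate between neutral and stimulator controls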;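 note: PAF is a Pseudomonas aeruginosa culture filtrate used as stimulus; plate controls were PAF-stimulated DMSO wells for no effect and unstimulated DMSO wells for full effect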
Starred values were filed as active, the others as inactive; · = no result given.

cpd | Structure | NR2E3 ag-1 | HIF-2a inh | TRAIL sens C8 | MITF TRPM1 inh | NR2E3 ag-2 | Shn3 inh set2
1 | CC(=O)c1ccc(N2CCN(S(=O)(=O)c3ccccc3)CC2)c(F)c1 | 0 | -3 | 0 | -12 | -1 | 0
2 | CCOc1ccccc1NC(=O)COC(=O)CN1C(=O)NC(C)(C)C1=O | 1 | 18 | 22 | -1 | · | -4
3 | Cc1c(Cl)ccc2c(C(=O)NCCN3CCCCC3)cc(-c3ccccn3)nc12 | 15 | -6 | 3 | 13 | 3 | -11
4 | COc1ccc(-c2c(NC(=O)c3ccco3)oc3c(C)cccc3c2=O)cc1 | 3 | 6 | -6 | -6 | 4 | 0
5 | COc1cccc(CNC(=O)Cn2c(=O)n(CCC(=O)N3CCCCC3)c(=O)c3sccc32)c1 | -19 | 4 | -20 | -4 | -1 | 11
6 | Cc1onc(-c2ccccc2)c1C(=O)Nc1ccc(Cl)c(S(=O)(=O)N2CCOCC2)c1 | -23 | 7 | 11 | -4 | 0 | -1
7 | COc1ccccc1N1CC(C(=O)Nc2ccc(S(=O)(=O)N3CCOCC3)cc2)CC1=O (configuration not stated) | 5 | 12 | 5 | 6 | -1 | 8
8 | CC(=O)NC(c1ccccc1)c1nc(-c2csc3ccccc23)cs1 (configuration not stated) | -15 | -52 | -3 | · | · | -16
9 | CCOc1ccc(C2/C(=C(\O)c3ccc4c(c3)OCCO4)C(=O)C(=O)N2Cc2cccnc2)cc1OCC (configuration not stated) | -13 | -3 | 6 | 4 | 6 | -15
10 | COC(=O)c1ccc(CN2CCc3ccc(NC(=O)c4ccncc4)cc3C2)cc1 | 0 | -26 | 16 | 10 | 4 | 22
11 | CCOC(=O)N1CCC(N2Cc3cccc(C(=O)N4CCN(C5CCCCC5)CC4)c3C2=O)CC1 | -3 | 1 | 7 | · | 0 | -16
12 | Cc1ccccc1OCC(=O)NCCC1=CCCCC1 | -14 | -42 | 7 | -11 | 0 | -13

cpd | iPSC survival up | Peg3 promoter | LMP1 NFkB inh | KKLEB tox | CF NFkB block
1 | -0.5 | 12 | 2 | -1 | -21
2 | 0.3 | 6 | 3 | -24 | 6
3 | -0.5 | 68* | -18 | -4 | 3
4 | -0.6 | 1 | -6 | 1 | -14
5 | 9.0 | 8 | -9 | 6 | 2
6 | -0.4 | 12 | -5 | -17 | 7
7 | -2.4 | 11 | 5 | 9 | -10
8 | 1.6 | -5 | · | 14 | -41
9 | 0.8 | 2 | 3 | -10 | 10
10 | 0.7 | -21 | 32 | 7 | -8
11 | 5.2 | 1 | -4 | 10 | -9
12 | -1.7 | -21 | 4 | -12 | 9

More records
cpd | Structure | NR2E3 ag-1 | HIF-2a inh | TRAIL sens C8 | MITF TRPM1 inh | NR2E3 ag-2 | Shn3 inh set2
13 | Cc1n[nH]c(=S)n(/N=C/c2ccccn2)c1=O | -4 | -14 | 1 | 8 | 1 | 16
14 | Cc1cc(C(=O)Nc2ccccc2[N+](=O)[O-])cs1 | -42 | -157 | -7 | 5 | 3 | -32
15 | Cc1cc(NC(=O)c2cc(S(=O)(=O)N3CCCCC3)ccc2C)n(-c2ccccn2)n1 | -20 | 19 | -3 | -13 | 0 | 28
16 | CCC(c1nnc(SCC(=O)N(C)c2ccccc2)n1Cc1ccccc1)N(C)C (configuration not stated) | -5 | 13 | -15 | 12 | 0 | -2
17 | COc1ccc(CN(C#N)c2nc(SC)nc(N(C)C)n2)cc1 | -33 | 21 | 9 | -2 | -3 | 15
18 | CC12CCC(C/C1=N\OC(=O)c1c(F)cccc1F)C2(C)C (configuration not stated) | 2 | 10 | 2 | -6 | -4 | -10
19 | CCOC(=O)C1C(c2ccc(O)c(OCC)c2)NC(=S)NC1(O)C(F)(F)F (configuration not stated) | -5 | 13 | 2 | 0 | -3 | -11
20 | CSc1nc(-c2ccccc2)[nH]c(=S)c1C(C)=O | 13 | -14 | 3 | 2 | -1 | -13
21 | Cc1cc(C)n(CC(O)Cn2c3ccccc3c3ccccc32)n1 (configuration not stated) | -8 | 1 | 7 | -14 | -1 | 2
22 | Cc1cc2oc3ccc(NCCCN4CCOCC4)cc3c(=O)c2cc1C | -8 | -163 | 0 | -78 | -4 | 1
23 | CC(C)NC(=O)CN1CCN(C(=O)CCl)CC1 | 0 | 1 | 2 | -6 | 0 | 7
24 | COc1cccc(CN2CCC2(C)C(=O)Nc2ccc3c(c2)CCN3C(C)=O)c1F (configuration not stated) | 4 | -13 | 15 | · | · | -9

cpd | iPSC survival up | Peg3 promoter | LMP1 NFkB inh | KKLEB tox | CF NFkB block
13 | -2.7 | -8 | -2 | 3 | 0
14 | -0.3 | -94 | -14 | 20 | -26
15 | -0.1 | 27 | 26 | -18 | 31
16 | -0.3 | 10 | 11 | 0 | 2
17 | 2.1 | 32 | 1 | 0 | 6
18 | -0.4 | 2 | -8 | 2 | -5
19 | 3.5 | 6 | 0 | 6 | -12
20 | -4.9 | -5 | 1 | 14 | -19
21 | 3.6 | 8 | 1 | -2 | -10
22 | 2.3 | -117 | -20 | -20 | -17
23 | -0.7 | 0 | 5 | -5 | 10
24 | -1.6 | 2 | · | -6 | 8

Continued:
cpd | Structure | NR2E3 ag-1 | HIF-2a inh | TRAIL sens C8 | MITF TRPM1 inh | NR2E3 ag-2 | Shn3 inh set2
25 | COc1ccc(-c2nn(-c3ccccc3)cc2/C=N/Nc2ccc(Cl)c(C(=O)O)c2)cc1OC | -11 | -1 | -8 | -1 | 1 | -6
26 | CCOC(=O)c1ccc(N=c2sc(C(=O)OC)cc(=O)n2Cc2ccco2)cc1 | -14 | 82* | 10 | 18 | -3 | 36
27 | COC(=O)c1sc2[nH]c(=S)n(N)c(=O)c2c1C | -14 | 3 | -9 | 6 | · | -28
28 | COc1ccc(-n2c(Cc3cc(=O)[nH]c(=O)[nH]3)nnc2SCC(=O)Nc2cc(C(F)(F)F)ccc2Cl)cc1 | -21 | 19 | 1 | -4 | 1 | -8
29 | Cc1ccc(S(=O)(=O)N2CCOCC2)cc1C(=O)Nc1ccccc1F | -5 | 16 | -25 | -12 | 1 | 8
30 | CCC/C(O)=C1\C(=O)CC(C)(C)CC1=Nc1ccccc1O | -36 | 24 | -8 | -3 | 3 | -18
31 | Cc1cc2nnc(SCC(=O)N3CCCCCC3)n2c(N)n1 | -8 | 17 | -3 | 7 | -4 | -8
32 | O=C(OCCN1C(=O)c2ccccc2C1=O)Oc1ccccc1 | 1 | 1 | -17 | -6 | 1 | -12
33 | CC(=O)NCC(=O)N(Cc1ccco1)C1(C(=O)NC2CCCC2)CCCCC1 | -18 | 17 | 7 | -4 | 4 | -28
34 | Cc1[nH]n(-c2ccc(Br)cc2)c(=O)c1C=Nc1ccc(S(=O)(=O)Nc2nccs2)cc1 | -14 | -32 | 25 | 13 | 2 | -29
35 | Cc1ccc(OCC(=O)NNC(=S)NC(=O)C2CCCCC2)c(C)c1 | -37 | -3 | 3 | 10 | 2 | 32
36 | Cc1ccc(NC(=O)CSc2n[nH]c(=O)n2C2CC2)cc1S(=O)(=O)N1CCOCC1 | 0 | 10 | -5 | 0 | -6 | 0

cpd | iPSC survival up | Peg3 promoter | LMP1 NFkB inh | KKLEB tox | CF NFkB block
25 | 0.2 | -3 | 4 | 14 | 11
26 | 17 | 100* | -16 | -18 | 23
27 | -0.6 | 1 | -14 | 5 | -4
28 | 0.7 | 11 | 2 | -17 | 5
29 | -0.3 | 22 | -4 | 28 | -21
30 | -0.8 | 14 | 11 | -6 | 2
31 | 3.1 | 13 | 5 | 9 | 2
32 | -0.6 | -2 | -4 | 5 | -24
33 | -0.8 | 1 | 3 | -4 | -6
34 | 1.6 | -21 | 0 | 2 | -15
35 | 1.6 | -1 | 45* | 7 | 29
36 | 1.9 | 4 | 8 | -9 | -3

The results go on.
cpd | Structure | NR2E3 ag-1 | HIF-2a inh | TRAIL sens C8 | MITF TRPM1 inh | NR2E3 ag-2 | Shn3 inh set2
37 | NCCCC[C@H]1CN=C(N)N1CCC12CC3CC(CC(C3)C1)C2 | -15 | 13 | 3 | 12 | 1 | -2
38 | CSc1nc2ccc(NS(=O)(=O)c3ccc(Br)s3)cc2s1 | 28 | -2 | -8 | 3 | -4 | 0
39 | Cc1ccc(N(CC(O)CN2C(=O)NC(C)(C)C2=O)S(=O)(=O)c2ccc(C)cc2)cc1 (configuration not stated) | 7 | 9 | -26 | -4 | -4 | 1
40 | Cc1ccc(/C=N/NC(=O)C(C)Oc2cccc3ccccc23)o1 (configuration not stated) | -15 | 27 | -12 | 25 | -1 | 9
41 | Cc1nc(C)c(-c2csc(Nc3cccnc3)n2)s1 | -17 | -136 | 9 | -12 | -6 | 5
42 | CC1=NN(C(=O)c2c(Br)c(C)nn2C)C(O)(C(F)(F)F)C1 (configuration not stated) | 4 | 3 | 1 | 17 | -1 | -4
43 | CCOC(=O)N1CCC(N2Cc3cccc(C(=O)NCC4CCN(CC(C)C)C4)c3C2=O)CC1 (configuration not stated) | -20 | 2 | -5 | · | -1 | 2
44 | O=C(CN1CCCCCC1)NCC1CCCO1 (configuration not stated) | -12 | 3 | -3 | -8 | -5 | 3
45 | CCc1cccc2c(C(=O)C(NC(C)CC)c3ccccc3)c[nH]c12 (configuration not stated) | -30 | -1 | -5 | -19 | 2 | 20
46 | CN1C(=O)C(C)(C)c2cc(S(=O)(=O)N(C)Cc3ccccc3)ccc21 | -15 | -13 | -10 | 0 | -2 | 14
47 | O=C(NCc1nnnn1-c1ccc(F)cc1)c1cc2ccccc2o1 | 4 | -10 | -7 | · | · | -10

cpd | iPSC survival up | Peg3 promoter | LMP1 NFkB inh | KKLEB tox | CF NFkB block
37 | -2.5 | -2 | 7 | -2 | -16
38 | -0.4 | 3 | 3 | 3 | -4
39 | 0.9 | 10 | -8 | -5 | 10
40 | 0.2 | 16 | -1 | -8 | -12
41 | -0.5 | -167 | -1 | -13 | 17
42 | 2.4 | 10 | -1 | 8 | -3
43 | 0.3 | -13 | -13 | 12 | -2
44 | 7.2 | -12 | 1 | -6 | -15
45 | 0.3 | -42 | -16 | 18 | -17
46 | -3.4 | 2 | 3 | -13 | 24
47 | -1.5 | -5 | -4 | -6 | 11

Reprinted at random: 2 compounds from above.
cpd | Structure | NR2E3 ag-1 | HIF-2a inh | TRAIL sens C8 | MITF TRPM1 inh | NR2E3 ag-2 | Shn3 inh set2
41 | Cc1nc(C)c(-c2csc(Nc3cccnc3)n2)s1 | -17 | -136 | 9 | -12 | -6 | 5
40 | Cc1ccc(/C=N/NC(=O)C(C)Oc2cccc3ccccc23)o1 (configuration not stated) | -15 | 27 | -12 | 25 | -1 | 9

cpd | iPSC survival up | Peg3 promoter | LMP1 NFkB inh | KKLEB tox | CF NFkB block
41 | -0.5 | -167 | -1 | -13 | 17
40 | 0.2 | 16 | -1 | -8 | -12

This is a subset. The share of hits here may be higher or lower than overall.
